PhoP GFP inhibition – Inhibition of PhoP regulon, Salmonella typhi GFP reporter cells, confirmation, 4 h (AID 1850); Salmonella Typhi PhoP-promoter GFP reporter, fluorescence, 4 h; higher % means a stronger effect; one-dose inhibition, % at 50 µM; IC50 in µM for titrated hits; 310,000 tested, 0.33% active; in the data active = a potency from the dose series; inconclusive = inhibition mostly from about 25% at the one dose, without a potency; inactive = the rest, 99 in 100 with inhibition below about 19%;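 also: 0% = induced wells with vehicle and 100% = uninduced wells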
inhibitors of VEEV – inhibitors of VEEV TC-83 cytopathic effect, confirmation, Vero cells (AID 588727). Vero cells, VEEV TC-83 cytopathic effect inhibition; higher % means a stronger effect. one-dose inhibition, % at 20 µM; IC50 in µM for titrated hits. 350,000 tested, 0.13% active; in the data active = a potency from the dose series; inconclusive = inhibition mostly from about 14% at the one dose, without a potency; inactive = the rest, 99 in 100 with inhibition below about 12%; also: strong numbers were not always called active
H37Rv inhibition – M. tuberculosis growth inhibition, HTS (AID 449762); inhibition, % at 25 µM; hits with a dose series show IC50 in µM; 330,000 tested, 0.59% active; M. tuberculosis H37Rv growth inhibition, 7H9 media; higher % means a stronger effect; in the data active = a potency from the dose series; inconclusive = inhibition above about 70% without an active follow-up result;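 also: bacterial growth assessed after seven days of incubation; strong numbers were not always called active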
influenza NS1A – NS1A inhibition, H1N1 influenza, cell based functional assay (AID 504329) | one-dose inhibition, % at 12.5 µM; IC50 in µM for titrated hits | NS1A functional cell-based assay, percent inhibition; higher % means a stronger effect | 340,000 tested, 0.3% active; in the data active = a potency from the dose series; inconclusive = inhibition above about 27% without an active follow-up result; also: strong numbers were not always called active
tuberculosis growth – growth inhibition of non-replicating M. tuberculosis (AID 488890); Mycobacterium tuberculosis non-replicating, growth inhibition; higher % means a stronger effect; one-dose inhibition, % at 25 µM; IC50 in µM for titrated hits; 320,000 tested, 0.39% active; in the data active = a potency from the dose series; inconclusive = inhibition mostly from about 82% at the one dose, without a potency; inactive = the rest, 99 in 100 with inhibition below about 76%;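 also: plate controls were DMSO cells for no effect and high antibiotic wells for full effect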
inhibitors of VEEV 10K pilot screen – further read-out of inhibitors of VEEV, marked with its call; inhibition, %; measured here: 10K pilot screen inhibition
* = called active by the depositor; i = inactive; ? = inconclusive; · = no result given.

SMILES	PhoP GFP inhibition	inhibitors of VEEV	H37Rv inhibition	influenza NS1A	tuberculosis growth	others
NS(=O)(=O)c1ccc(CCNC(=O)CNC(=O)Cc2ccccc2)cc1	-6%	0.5%	-1%	-3%	-8%
O=C(c1ccccc1)c1ccc(OCC(O)CNCc2ccc(F)cc2)cc1 (centres undefined)	6%	0.3%	12%	19%	55%
CC1SCC(NC(=O)c2ccc(Cl)cc2)CS1 (centres undefined)	-6%	26%	11%	-20%	-3%
O=C(COc1ccc(Cl)cc1Cl)NCCSc1ccc(Cl)cc1	-3%	2.4%	0%	-3%	64%
CCc1ccc(-c2cc3c(=O)n(CC(=O)NCCCN4CCN(C)CC4)ncn3n2)cc1	5%	1.8%	4%	-2%	15%
COc1ccc(NC(=O)OCC(C)C)cc1OC	-3%	1.9%	5%	-1%	41%
Cc1ccc(/C=C/C(=O)NCCc2c[nH]c3ccccc23)o1	1%	5.0%	-1%	4%	26%
Cc1ccccc1OCCOc1cccc(/C=N/NC(=O)Cc2nnc(N)s2)c1	-10%	0.2%	9%	4%	-14%
O=C1OCc2ccc([N+](=O)[O-])cc21	·	1.4%	·	-12%	·
CCOc1ccc(S(=O)(=O)Nc2cc(C)ccn2)c2ccccc12	3%	3.6%	-1%	-1%	2%
O=C(CN(Cc1ccccc1)S(=O)(=O)c1ccc(Br)cc1)NCC1CCCO1 (centres undefined)	-6%	1.7%	2%	7%	0%
c1ccc(-c2cc3c(-n4cccc4)ncnc3o2)cc1	0%	11%	-7%	-5%	12%	inhibitors of VEEV 10K pilot screen=6.5
Cc1ccc(CNS(=O)(=O)c2ccc3c(c2)OCCO3)cc1	7%	i	15%	-5%	10%
O=C(COC(=O)c1c[nH]c2ccccc12)NC1CCCCC1	·	2.1%	3%	-22%	10%
CCn1c(=O)c([N+](=O)[O-])c(NCCCn2ccnc2)c2ccccc21	9%	0.4%	-19%	9%	5%
COc1ccc(C2CC(c3ccccc3)=NN2C(=O)COC(=O)c2cc(S(=O)(=O)N3CCOCC3)ccc2F)cc1 (centres undefined)	5%	1.9%	-1%	5%	13%
CC(C)(C)C(=O)Nc1cccc(-c2nc3ccccc3c(=O)o2)c1	-5%	3.8%	2%	-2%	?
CCn1c(SCC(=O)N/N=C/c2ccc(C)s2)nc2ccccc21	1%	11%	-2%	4%	38%
CC1CCOC(=O)C=CC=CC(=O)OC2CC3OC4C5OC5(C)C(O)CC4(COC(=O)C1O)C2(C)C31CO1 (centres undefined)	·	4.7%	·	-26%	·
Cc1ccc(C(=O)N/C(=C/c2ccco2)C(=O)OCN2C(=O)c3ccccc3C2=O)cc1	-4%	0.8%	6.8µM*	-9%	?

Brought forward from above: 2 compounds, followed by the next part.
SMILES	PhoP GFP inhibition	inhibitors of VEEV	H37Rv inhibition	influenza NS1A	tuberculosis growth	others
CC1CCOC(=O)C=CC=CC(=O)OC2CC3OC4C5OC5(C)C(O)CC4(COC(=O)C1O)C2(C)C31CO1 (centres undefined)	·	4.7%	·	-26%	·
Cc1ccc(C(=O)N/C(=C/c2ccco2)C(=O)OCN2C(=O)c3ccccc3C2=O)cc1	-4%	0.8%	6.8µM*	-9%	?
CCc1nnc(NC(=O)CSc2nnc(Cc3ccc(OC)cc3)o2)s1	-3%	i	7%	-3%	-7%
C[C@]12CC[C@@H]3c4ccc(O)cc4C(=O)C[C@H]3[C@@H]1CC[C@@H]2O	9%	7.6%	-1%	-1%	0%
O=C(Nc1nccs1)c1ccc2c(=O)n3c(nc2c1)CCCCC3	3%	13%	3%	5%	-2%
Cn1c(SCC(=O)N2CCOCC2)nnc1-c1cccc(NC(=O)c2ccccc2)c1	-8%	1.0%	-4%	2%	7%
CC12CCC3C(CCC4(O)CC(O)CCC34C=O)C1(O)CCC2C1=CC(=O)OC1 (centres undefined)	·	<0.05µM*	·	-19%	·
NCCCC[C@H]1CN=C(N)N1CCCCC1CCCCC1	7%	0.1%	22%	5%	77%
Cc1ccc(S(=O)(=O)Nc2ccc3c(c2)CC(=O)N([C@H](C)CO)C[C@@H](C)[C@H](CN(C)S(=O)(=O)c2ccccc2)O3)cc1	·	0.8%	-8%	-19%	7%
Cc1ccc(Cn2cc(S(=O)(=O)c3ccc(C(C)C)cc3)c(=O)c3cc4c(cc32)OCO4)cc1	4%	8.7%	2%	6%	42%
CCn1c(CC(=O)Nc2ccccc2F)nnc1SCC(=O)NC1CCCCC1	11%	1.3%	-2%	4%	2%
COC(=O)C1=C(C)N(C)C(=O)NC1c1cc(Cl)cc(Cl)c1OC (centres undefined)	-4%	i	-14%	23%	30%
C[C@H](NC(=O)c1cccc([N+](=O)[O-])c1)C(=O)OCC(=O)c1ccccc1Br	·	1.2%	-5%	11%	-8%
Cc1cccc(OCC(=O)NCCNC(=O)c2ccncc2)c1	2%	0.5%	1%	5%	-11%
CC(=O)O[C@H]1CC[C@@]2(C)C(=CC(=O)C3C2CC[C@@]2(C)C3C[C@H](OC(C)=O)[C@@H]2OC(C)=O)C1 (some centres undefined)	·	2.7%	-7%	-1%	1%
COc1ccc(-c2oc3ccc(N4CCOCC4)cc3c2C#CC2(O)CCCCC2)cc1	0%	7.4%	?	10%	32%
N#CCC(=O)N/N=C/c1ccccc1Cl	24%	1.4%	-2%	-1%	-2%
CC(C)OCCCNC(=O)Nc1cccc2ccccc12	4%	1.9%	5%	-4%	9%
O=C(N/C(=C/c1cccc([N+](=O)[O-])c1)C(=O)N1CCCCCC1)c1cccs1	-5%	0.1%	7%	-6%	8%
COc1cc2c(cc1OC)CN(C(=S)Nc1ccccc1Cl)CC2	5%	7.2%	-3%	1%	35%
CCN(CC)c1ccc(/C=N/n2c(C)cc(C)cc2=O)cc1	7%	i	-2%	-6%	5%
Cc1ccc(S(=O)(=O)N2CCN(C(=O)COC(=O)c3ccc(Cl)nc3)CC2)c(C)c1	·	0.4%	5%	0%	5%
Cc1ccc(NC(=O)c2cc3c(s2)CCC3)cc1S(=O)(=O)N1CCOCC1	11%	i	7%	4%	0%
CCc1ccccc1NC(=O)c1ccc(S(=O)(=O)N2CCCC2)cc1	5%	0.6%	-2%	6%	1%
O=C(N/N=C/c1ccccn1)c1cc(Br)ccc1O	6%	2.5%	?	-3%	?
CC(=O)Nc1ccc2c(c1)Cc1c-2cc(Br)c(N)c1Br	·	3.2%	·	2%	·
c1ccc(-c2cnnc(SCc3cn4cccnc4n3)n2)cc1	-10%	2.1%	-9%	-6%	27%
Cc1cccc(NC(=O)COc2cccc3c2CCN(C)C3=O)c1C	4%	i	-7%	3%	15%
Oc1ccc(C2CNCc3sccc32)cc1O (centres undefined)	-3%	0.5%	-2%	5%	15%
C#CCOCCOCCOCCNc1nc(N2CCN(C(=O)[C@H]([C@@H](C)CC)n3cc(CCCCN)nn3)CC2)nc(N2CCN(C(=O)[C@H](C)n3cc(CCCN=C(N)N)nn3)CC2)n1	-12%	0.5%	-4%	-10%	52%
CCCCOC(=O)N1CCOCCOCCN(C(=O)OCCCC)CCOCCOCC1	-2%	1.2%	8%	-4%	12%
CC1(c2nnc(Cc3ccccc3)o2)CC(c2cccnc2)=NO1 (centres undefined)	4%	0.1%	1%	5%	-9%
CCOC(=O)c1ccccc1NC(=O)CC(C)CC(=O)O (centres undefined)	-5%	2.9%	-3%	-35%	-15%
COc1cccc(-n2c(=O)c3ccccc3n3c(=S)[nH]nc23)c1	10%	2.2%	0%	-6%	-16%
COC(=O)C1=C(N)Oc2cc(C)[nH]c(=O)c2C1c1ccncc1 (centres undefined)	-7%	0.3%	-14%	-2%	-18%
O=C(C[C@H]1C/C=C\CC[C@H](Cc2ccc(F)cc2)C(=O)OCCNC1=O)NCCO	·	0.6%	-2%	-4%	-8%
COc1ccc(C(O)c2ccccc2OP(=O)(N(C)C)N(C)C)cc1 (centres undefined)	0%	i	-5%	-7%	-8%
COc1cccc(C(=O)Nc2ccccc2F)c1	9%	3.4%	-2%	-4%	·
CC(C)(C)CC(=O)Nc1ccc(S(=O)(=O)N2CCCC2)cc1	-4%	2.0%	0%	-5%	15%
O=C(NC1CC(=O)N(c2ccc3c(c2)OCCO3)C1)N1CCCCC1 (centres undefined)	2%	i	5%	-2%	8%
CC(C)c1cccc(C(C)C)c1NC(=O)CN(C)C1CCS(=O)(=O)C1 (centres undefined)	·	6.2%	5%	-7%	-2%
COCCNC(=O)/C(C#N)=C/c1cn(CC(=O)NCc2ccco2)c2ccccc12	-1%	5.9%	-4%	-13%	3%

Brought forward from above: 2 entries; new compounds follow.
SMILES	PhoP GFP inhibition	inhibitors of VEEV	H37Rv inhibition	influenza NS1A	tuberculosis growth	others
CC(C)c1cccc(C(C)C)c1NC(=O)CN(C)C1CCS(=O)(=O)C1 (centres undefined)	·	6.2%	5%	-7%	-2%
COCCNC(=O)/C(C#N)=C/c1cn(CC(=O)NCc2ccco2)c2ccccc12	-1%	5.9%	-4%	-13%	3%
CCC1C(=NO)C(CC)C(c2ccccc2)NC1c1ccccc1 (centres undefined)	0%	13%	11%	12%	25%
CN(C)S(=O)(=O)c1ccc(N2CCCC2)c(C(=O)NNC(=O)c2ccc(F)cc2)c1	·	1.7%	-7%	3%	2%
CC(C)c1ccc(-c2nc(N3CCOCC3)[nH]c(=O)c2C#N)cc1	-2%	0.6%	-2%	-18%	24%
Cn1c(=NC(=O)c2cccc([N+](=O)[O-])c2)sc2ccccc21	6%	0.1%	5%	2%	-4%
O=C(CCSCc1ccccc1F)NCc1ccc(F)cc1	-2%	0.2%	-5%	-12%	42%
Cc1cccc(NC(=O)CN2NS(=O)(=O)c3ccccc3C2=O)c1	2%	1.8%	-1%	4%	-5%
O=S(=O)(c1ccc(Cl)cc1)N1CCC2(CC1)OCCO2	-9%	3.6%	1%	-7%	-4%
Cc1ccc(-n2nnnc2SCC(=O)NNC(=O)c2ccc([N+](=O)[O-])cc2)cc1	-4%	1.7%	14%	-16%	-7%
COc1ccc(N(CC(=O)N2CCCCC2)S(=O)(=O)c2ccccc2)c(OC)c1	-5%	0.1%	0%	0%	10%
Cc1ccc(C(=O)OCC(=O)NCC2COc3ccccc3O2)cc1 (centres undefined)	·	i	-7%	7%	1%
COc1ccc(N(C(=O)Cn2nnc(-c3ccc(C)o3)n2)C(C(=O)NC2CCCC2)c2ccncc2)cc1 (centres undefined)	2%	0.9%	0%	5%	-7%
Cn1cccc1Cc1nnc(SCC(=O)Nc2ccc3c(c2)OCO3)n1-c1ccc(F)cc1	-2%	0.3%	-1%	3%	-6%
Cc1ccc(S(=O)(=O)Nc2cccc(Cl)c2)cc1NC(=O)C1CC1	·	2.7%	-1%	-13%	32%
C[C@H](N)C(=O)N1CCC(C(=O)N[C@@H](Cc2ccccc2)C(=O)Nc2ccc(F)cc2)CC1	-1%	i	-8%	-8%	-10%
O=C(COC(=O)c1n[nH]c(=O)c2ccccc12)Nc1ccccc1F	·	2.0%	-3%	-8%	-7%
CCc1cc2ccccc2nc1Cl	1%	0.7%	-3%	-17%	0%
O=P(COCCOCP(=O)(c1ccccc1)c1ccccc1)(c1ccccc1)c1ccccc1	5%	0.2%	6%	-13%	11%
COc1cccc(CN2CCC(Oc3ccc(C(=O)NCc4ccccn4)cc3)CC2)c1	8%	1.2%	2%	-9%	-6%
CCOC(=O)c1cnc(Nc2nc3ccccc3o2)nc1CSc1nnc(C)s1	-18%	13%	·	-9%	?
Cc1cc(NC(=O)CN2C(=O)/C(=C/c3cccc(Br)c3)SC2=S)no1	3%	0.2%	9%	-2%	9%

A draw from above in order of molar mass, smallest number first.
SMILES	PhoP GFP inhibition	inhibitors of VEEV	H37Rv inhibition	influenza NS1A	tuberculosis growth	others
CCc1cc2ccccc2nc1Cl	1%	0.7%	-3%	-17%	0%
CC(C)c1ccc(-c2nc(N3CCOCC3)[nH]c(=O)c2C#N)cc1	-2%	0.6%	-2%	-18%	24%
COc1ccc(N(CC(=O)N2CCCCC2)S(=O)(=O)c2ccccc2)c(OC)c1	-5%	0.1%	0%	0%	10%

Later entries.
SMILES	PhoP GFP inhibition	inhibitors of VEEV	H37Rv inhibition	influenza NS1A	tuberculosis growth	others
CC(NC(=O)COC(=O)/C=C/c1ccc2c(c1)OCO2)c1ccccc1 (centres undefined)	·	1.8%	11%	1%	13%
Cc1nc(NC(=S)NC(=O)c2ccccc2)sc1C	-18%	0.5%	3%	-6%	16%
CCOC(=O)C1(CCCc2ccccc2)CCN(Cc2nccn2CC)CC1	1%	i	18%	-5%	40%
O=C(C1CCN(S(=O)(=O)c2cc(Cl)ccc2Cl)CC1)N1CCOCC1	1%	1.3%	17%	-4%	-8%
CCOc1ccccc1C(=O)NC1CC2CCCC(C1)N2Cc1ccccc1 (centres undefined)	8%	0.8%	7%	8%	-1%
COc1ccc2[nH]cc(C3=CCNCC3)c2c1	11%	·	68%	·	41%

Source: PubChem

This is a random part of the collection; 1.5% or so of the library scored in one or more.
